# GRP78 ERSR act – induces the endoplasmic reticulum stress response in human glioma cells. U87-MG GRP78 promoter luciferase reporter, 16 h. Potency, µM, for the others: at the top dose activation, actives largely listed as activators. 420,000 tested, 0.02% active; note: series mostly up to about 76 µM; % of control where 0% means no effect; nearly all actives have a fitted effect of over 35% in size
#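 ERSR induction read as luciferase luminescence (Bright-Glo, 10 min at room temperature) in stably transfected human U87-MG glioma cells exposed to compounds for 16 h, using GRP78 as sensor.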
# Vif-APOBEC3G blk – inhibitors of Vif-APOBEC3G interaction; Q9HC16; HeLa A3G-eYFP + Vif (tagged APOBEC3G with the HIV-1 protein that degrades it), YFP fluorescence, overnight; Potency, µM (top dose mostly 46.1 µM), for the others: at the highest dose activity, negative = active, actives largely listed as inhibitors; 410,000 tested, 0.076% active; AID 602310;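 note: % is set by controls: 0 for no effect and ±100 for the full control effect; nearly all actives have a fitted effect of over 60% in size; hits raise eYFP signal because A3G escapes Vif-driven loss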
# Target sequence (Q9HC16 whole entry, looked up): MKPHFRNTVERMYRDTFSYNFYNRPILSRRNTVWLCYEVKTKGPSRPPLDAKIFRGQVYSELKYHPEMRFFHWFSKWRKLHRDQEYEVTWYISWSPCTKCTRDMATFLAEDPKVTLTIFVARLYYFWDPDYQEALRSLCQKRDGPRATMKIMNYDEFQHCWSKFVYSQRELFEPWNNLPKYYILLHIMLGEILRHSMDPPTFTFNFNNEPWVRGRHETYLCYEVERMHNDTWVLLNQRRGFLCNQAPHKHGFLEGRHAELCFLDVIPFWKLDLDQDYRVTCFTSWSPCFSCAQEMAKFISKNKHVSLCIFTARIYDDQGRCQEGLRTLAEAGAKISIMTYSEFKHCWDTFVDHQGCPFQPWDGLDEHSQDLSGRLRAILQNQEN
#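 Read-out is eYFP fluorescence (Ex 488/Em 500-530) from Vif-expressing HeLa A3G-eYFP cells; more signal means A3G escaped Vif-mediated degradation. Cells plated overnight, compound pinned in, incubated overnight at 37 deg C.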
# An asterisk follows results filed as active; u = inconclusive. Calls come from the whole dose curve; as a rule, active = well fitted curve in the direction sought with a large enough effect; inconclusive = small, poorly fitted or top-dose-only effect, or another doubt; inactive = no such curve, though single readings can be large; an effect the other way counts as inactive or inconclusive. Potency is the fitted concentration of half-maximal effect.
SMILES,GRP78 ERSR act,Vif-APOBEC3G blk
CC(C)C[C@H](NC(=O)/C=C/[C@H]1O[C@@H](n2ccc(=O)[nH]c2=O)[C@H](O)[C@@H]1O)C(=O)O,-1%,3%
NC(=O)c1ccc(Nc2nc(C(N)COCc3ccccc3)cs2)cc1 (stereo unspecified),-3%,-2%
Cc1ccc(F)c(S(=O)(=O)NC(=O)C2(C)CCN2C(=O)c2cccc3ccccc23)c1 (stereo unspecified),0%,1%
CC(Oc1ccccc1)C(=O)N[C@@H]1C(=O)N2C(C(=O)OCC3CCCCC3)C(C)(C)S[C@H]12 (stereo partly specified),-5%,1%
CC(=O)Nc1cc(-c2cccc(C(=O)N(C)C)c2)cn2c(-c3cccc(C(F)(F)F)c3)cnc12,-3%,-3%
O=C(NCCN1CCOCC1)C1(C(F)(F)F)C/C(=C/CCO)CCCO1 (stereo unspecified),0%,0%
CCc1nc2c(OCC(=O)C(C)(C)C)cccn2c1N(C=O)CC(=O)N(C)C,-5%,-6%
COc1ccc(C(=O)N(Cc2ccco2)Cc2cccs2)c(OC)c1,-3%,-1%
CCCN(CCC)Cc1cc(=O)oc2cc(OC)ccc12,-3%,-3%
Cc1ccc(-c2nc(=N)sn2Cc2ccccc2)cc1,-2%,-3%
CC(C)CC(N)c1csc(Nc2ncccn2)n1 (stereo unspecified),-2%,-2%
COc1cc2c(cc1OC)C(c1oc(-c3ccc(-c4cc(Cl)ccc4Cl)o3)cc1C)=NCC2,-5%,-4%
Cc1cc(CNC(=O)[C@]2(C(F)(F)F)C[C@H](CCC3CCCCC3)CCCO2)nn1C,-3%,-1%
COc1ccccc1N(C)c1cc2c(c3c1ccn3C)C1CCC2C1 (stereo unspecified),-4%,-3%
COc1ccc(C2/C=C\CN(Cc3ccco3)C(C)C(=O)N2Cc2ccc(F)cc2)cc1 (stereo unspecified),3%,4%
CC1(C(=O)Nc2ccc(Cl)c(Cl)c2)CCN1C(=O)Cc1ccc(-c2ccccc2)cc1 (stereo unspecified),-5%,-4%
CCOC(=O)C1=C(C)N=c2sc(=Cc3cc(Cl)c(OCC(=O)O)c(OC)c3)c(=O)n2C1c1ccccc1Cl (stereo unspecified),-3%,-11%
CCNC(=O)C1(C)CCN1CCC(=O)c1ccc(Br)cc1 (stereo unspecified),-4%,-3%
COc1cccc(C(O)c2nc(-c3ccccc3C)cs2)c1 (stereo unspecified),-3%,-6%
NC(Cc1ccc(Cl)cc1)c1csc(Nc2cc(NCCCO)ncn2)n1 (stereo unspecified),-4%,-10%

# Some of the entries above, reformatted:
# Every second line gives: GRP78 ERSR act, Vif-APOBEC3G blk
> NC(=O)c1ccc(Nc2nc(C(N)COCc3ccccc3)cs2)cc1 (stereo unspecified)
→ -3%, -2%
> Cc1ccc(F)c(S(=O)(=O)NC(=O)C2(C)CCN2C(=O)c2cccc3ccccc23)c1 (stereo unspecified)
→ 0%, 1%

# Further entries follow.
SMILES,GRP78 ERSR act,Vif-APOBEC3G blk
O=C(Nc1ccc2c(c1)OCO2)c1ccc2sc([C@@H]3O[C@H](CO)[C@@H](O)[C@H]3O)nc2c1,-2%,0%
COc1cccc(C(NC(C)=O)c2nc(-c3ccc(F)cc3OC)cs2)c1 (stereo unspecified),-3%,-1%
c1ccc(CNc2c(C3CCNCC3)nc3scc(-c4ccccc4)n23)cc1,2%,5%
CC(C)N(C)c1ncnc2c1ncn2[C@H]1CN(Cc2cccnc2)C[C@@H](CO)O1,-6%,5%
COCCNC(=O)C1(C)CCN(C(=O)c2cc(C(C)(C)C)nn2C)C1 (stereo unspecified),-1%,3%
COc1ccc(C(O)c2nc(-c3cc(F)cc(F)c3)cs2)cc1 (stereo unspecified),0%,1%
OC[C@@H]1CN(Cc2ccncc2)C[C@H](n2cnc3c(NC4CC4)ncnc32)O1,-4%,-2%
O=C(O)C1CCCN(C(=O)/C=C/c2ccccc2)CC1 (stereo unspecified),-6%,0%
COc1ccc(CCCNC(=O)C2Cc3c(-c4cccc(C(C)=O)c4)ccnc3O2)cc1 (stereo unspecified),-2%,u
COc1ccccc1CNc1nc(NCc2ccc(C)cc2C)c2sccc2n1,-8%,-5%
Cn1c(=O)c2cc(NC(=S)NC3CCCCC3)ccc2n1-c1ccccc1,1%,-2%
O=C1C[C@H]2C=CCc3cccc(c32)CN1Cc1cccc(F)c1,2%,1%
C=C1C=C(C(F)F)n2ncc(C(=O)N3CCc4ccccc4C3)c2N1,-4%,-3%
CC(C)(C)c1ccc(C(=O)N2CCC2(C)C(=O)Nc2cccc3ccccc23)cc1 (stereo unspecified),0%,-2%
O=C(C[N+]1(CC(O)c2ccccc2)CCCCC1)c1ccccc1 (stereo unspecified),-3%,4%
CC(=O)C1=CCC(c2ccccc2)N(S(=O)(=O)c2ccc(C)cc2)C1 (stereo unspecified),-4%,-8%
Cc1ccc(C(=O)Nc2c(-c3ccc(Cl)cc3)[nH][nH]c2=O)cc1,-1%,0%
COc1ccc(NC(=O)C2(C)Cc3c(-c4cccc(NC(C)=O)c4)ccnc3O2)cc1OC (stereo unspecified),-1%,u
Nc1ccc(/C=C/c2ccnc3ccccc23)cc1,-5%,-3%
CC[n+]1ccnc2ccccc21,-9%,-22%
O=C(c1ccco1)N1CCN(C(=O)c2ccco2)CC1,-1%,0%
Cc1ccc(F)cc1-c1nc(NC(C)C)nc2cc(-c3ccccc3)sc12,-3%,-27%
COC[C@H]1CCCN1[C@@H]1CS(=O)(=O)N[C@H]1COCc1ccccc1,-4%,0%
CC1(Cc2cccc(F)c2)C(=O)Nc2ccc(OC(F)(F)F)cc21 (stereo unspecified),0%,-6%
C[n+]1ccc(CO)cc1,-5%,5%
CSc1ccc(CN2C(=O)C(C)Sc3ccc(C(C)=O)cc32)cc1 (stereo unspecified),-4%,-4%
CN(C)CCN(C)C1CN(C2CCCC2)S(=O)(=O)C1 (stereo unspecified),-3%,-2%
CC(C)Oc1cc(F)ccc1-c1cc(C(=O)NCC2CCCCC2)[nH]n1,-4%,0%
CC(C)(C(=O)N1CCC1(C)C(=O)NS(=O)(=O)c1ccc(Cl)s1)c1ccccc1 (stereo unspecified),0%,-1%
COc1ccc(SCC(Cc2ccccc2)N2CCN(CC(C)C)CCC2=O)cc1 (stereo unspecified),1%,u
Cc1c(C(=O)NCc2ccccc2C(F)(F)F)sc(=O)n1Cc1ccccc1C#N,0%,-7%
CCOc1ccc(-c2cc(C(=O)NCc3cc(OC)cc(OC)c3)[nH]n2)c(C)c1,-2%,0%
CCCNC(=O)C1(C)CCN(CCC(=O)c2ccc(Br)cc2)C1 (stereo unspecified),-12%,u
Cc1cc(C)cc(-n2c3ccc(NC(=S)NC4CCCCC4)cc3c(=O)n2C)c1,-2%,-19%
O=C(c1ccc2c(=O)n(-c3ccccc3)c(=O)[nH]c2c1)N1CCN(Cc2cccs2)CC1,-2%,1%
COc1ccc(CNC(=O)c2[nH]c(C(F)(F)F)nc2-c2ccccc2)cc1,-6%,-22%
COc1cc(CNC(=O)Nc2nc(C(N)c3ccccc3)cs2)cc(OC)c1OC (stereo unspecified),-2%,-1%
O=C(CNC(=O)c1ccccc1)NCC(=O)OCC(=O)c1ccc2ccccc2c1,-4%,-2%
OC(c1ccc(F)cc1)c1nc(-c2ccc(F)c(Cl)c2)cs1 (stereo unspecified),-2%,-9%
COCCNc1nc(NCc2ccccc2F)c2sccc2n1,4%,-11%
CCCCC(=O)N(C)c1c(CC)nc2c(OCc3cc(Cl)cc(Cl)c3)cccn12,-1%,-13%
COC(=O)C1=C[C@@H](C(=O)OC)[C@@H]2C3=C(C(=O)[C@@]2(CC(C)C)NC(=O)c2ccccc2)[C@H](C)n2c(=O)n(-c4ccccc4)c(=O)n2[C@@H]3C1,-4%,0%
O=C(Nc1ccc2c(c1)OCCO2)c1[nH]c(C(F)(F)F)nc1-c1ccccc1,-7%,1%
CN(C)c1ccc(C=O)cc1Cl,-2%,-1%
Cc1ccc(S(=O)(=O)N2C[C@H]3C(=O)C[C@@H]4C(=O)N(c5ccccc5)C(=O)[C@@H]4[C@@H]3C[C@H]2c2cccc(Cl)c2)cc1,1%,-5%
CC(=O)c1ccc(OCc2c(-c3ccccc3)nnn2CC(=O)NS(=O)(=O)c2ccccc2C)cc1,0%,-1%
CCCS(=O)(=O)NC(=O)C1(C)CCCN(C(=O)COc2ccccc2)C1 (stereo unspecified),-1%,0%
CC(C)Cc1ccc(-c2cc3nc(NCC4CC4)ccn3n2)cc1,11%,-5%
Nc1cccc(-c2cncc(N3CCN(Cc4ccccn4)CC3)n2)c1,3%,-2%
Cc1c(Br)cccc1NC(=O)C1(C)CCN1Cc1ccc(OC(C)C)cc1 (stereo unspecified),-5%,-7%
Cc1ccc(C)c(CC(=O)N2CCCCC2c2cc(C(=O)Nc3ccc(F)c(Cl)c3)no2)c1 (stereo unspecified),0%,-7%
N#Cc1ccc(NC(=S)/N=C(\N)c2ccccc2)cc1,-2%,-11%
OC(c1ccccc1)c1nc(-c2ccc3c(c2)OCO3)cs1 (stereo unspecified),1%,-3%
CCCNC(=O)C1(C)CCCN(C(=O)c2cccc(C#N)c2)C1 (stereo unspecified),-1%,-4%
CC(=O)Nc1cccc(-c2ccnc3c2CC(C)(C(=O)Nc2ccc(Cl)cc2)O3)c1 (stereo unspecified),-4%,u
COCOc1cccc(CN2CCC2(C)C(=O)NCCNC(C)=O)c1 (stereo unspecified),-4%,0%
CCC(=O)N1CCCC(C(=O)NCc2ccc(C(C)C)cc2)CC1 (stereo unspecified),-1%,1%
CC(C)(C)n1ncc2c(=O)n(Cc3cccc(-c4ccccc4)c3)cnc21,-2%,0%
Cc1nc2ccccc2nc1-c1csc(-c2ccccc2)n1,-1%,0%
Cc1ccc(SC[C@H](C)CN2CC[C@H](O)CCC2=O)cc1,-1%,1%
# (more compounds)
SMILES,GRP78 ERSR act,Vif-APOBEC3G blk
O=C(c1cccc2ccccc12)N1CCN(S(=O)(=O)c2ccccc2)CC1,-4%,-1%
CCNC(=O)c1c(NC(=O)c2nc(SCC)ncc2Cl)sc2c1CCCC2,-4%,0%
Cc1ccccc1C(NC(=O)C1CCN(Cc2ccc(Oc3ccccc3)cc2)CC1)c1ccsc1 (stereo unspecified),-5%,-5%
Cc1c(Br)cccc1NC(=O)C1(C)CCN1C(C)C (stereo unspecified),-1%,1%
CC(=O)c1cc2cccc(OC3(C)CCN(Cc4ccc5ccccc5c4)C3)c2o1 (stereo unspecified),-3%,0%
CN[C@@H](CO)C(=O)NC[C@H]1O[C@@H](n2cnc3c(=O)[nH]c(N)nc32)[C@H](O)[C@@H]1O,-1%,-7%
CC1(C(=O)NS(=O)(=O)Cc2cccc(Cl)c2)CCN1C(=O)C1(c2ccc(Cl)cc2)CC1 (stereo unspecified),-2%,-2%
Cc1cnc2ccc(F)cc2c1,-3%,3%
CC(=O)Nc1cc(-c2cccc(NS(C)(=O)=O)c2)cn2c(-c3cccc(C(F)(F)F)c3)cnc12,1%,-14%
Cn1c(NCc2ccc3occc3c2)nc2cc(-c3cccc(C(F)(F)F)c3)sc2c1=O,4%,-2%
CCc1nc2ccc(C(=O)Nc3ccc(OC)c(OC)c3)cn2c1N(C)Cc1ccc(N(C)C)cc1,0%,1%
CSc1ccc(/C=C2\C=Cc3cc([N+](=O)[O-])ccc32)cc1,-2%,2%
CCOC(=O)C1=CC[C@@H](c2ccncc2)N(S(=O)(=O)c2ccc(C)cc2)C1,-1%,u
Nc1ccc(CC(N)c2csc(Nc3nncc4ccccc34)n2)cc1 (stereo unspecified),-4%,-7%
CCNC(=O)C1(C)CCCN(Cc2ccc(Oc3ccccc3)cc2)C1 (stereo unspecified),-3%,-5%
COc1cc(/C=C/c2nc3ccccc3nc2/C=C/c2cc(OC)c(OC)c(OC)c2)cc(OC)c1OC,-3%,-13%
CC1(C(=O)NCc2cccc3ccccc23)CCN1Cc1cc2ccccc2o1 (stereo unspecified),-3%,1%
CCOc1ccc(NC(=O)c2nc(SCc3ccccc3F)ncc2Cl)cc1,0%,2%
CCCC(=O)Nc1nnc([C@H]2C[C@H](O)[C@@H](CO)O2)s1,-2%,1%
Cc1noc(C)c1S(=O)(=O)NC(=O)C1(C)CCN1C(=O)c1ccccc1CCc1ccccc1 (stereo unspecified),1%,-24%
Cc1nc(CN2C(=O)C3(CCC3)ON=C2c2cccc(Cl)c2)cs1,0%,-2%

# Profiles, looked up by structure.
# Profile of Cc1noc(C)c1S(=O)(=O)NC(=O)C1(C)CCN1C(=O)c1ccccc1CCc1ccccc1 (stereo unspecified) : GRP78 ERSR act = 1%; Vif-APOBEC3G blk = -24%
# Profile of CCNC(=O)C1(C)CCCN(Cc2ccc(Oc3ccccc3)cc2)C1 (stereo unspecified) : GRP78 ERSR act = -3%; Vif-APOBEC3G blk = -5%
# Profile of Cc1c(Br)cccc1NC(=O)C1(C)CCN1C(C)C (stereo unspecified) : GRP78 ERSR act = -1%; Vif-APOBEC3G blk = 1%

# Among those listed so far, four contain bromine:
SMILES,GRP78 ERSR act,Vif-APOBEC3G blk
CCNC(=O)C1(C)CCN1CCC(=O)c1ccc(Br)cc1 (stereo unspecified),-4%,-3%
CCCNC(=O)C1(C)CCN(CCC(=O)c2ccc(Br)cc2)C1 (stereo unspecified),-12%,u
Cc1c(Br)cccc1NC(=O)C1(C)CCN1Cc1ccc(OC(C)C)cc1 (stereo unspecified),-5%,-7%
Cc1c(Br)cccc1NC(=O)C1(C)CCN1C(C)C (stereo unspecified),-1%,1%

# Only part of the results is shown; count on the stated rates, not on these rows.
